From PubChem
Mdm2 MdmX PPI = inhibitors of human Mdm2/MdmX interaction; O15151+Q00987; SaOS-2 split-luciferase Mdm2/MdmX complementation, luminescence; inhibition, % at 8 µM; 3% of 330,000 active;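 active = inhibition of at least 50% at 8 µM in the primary screen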
Target sequence (O15151 whole entry, looked up): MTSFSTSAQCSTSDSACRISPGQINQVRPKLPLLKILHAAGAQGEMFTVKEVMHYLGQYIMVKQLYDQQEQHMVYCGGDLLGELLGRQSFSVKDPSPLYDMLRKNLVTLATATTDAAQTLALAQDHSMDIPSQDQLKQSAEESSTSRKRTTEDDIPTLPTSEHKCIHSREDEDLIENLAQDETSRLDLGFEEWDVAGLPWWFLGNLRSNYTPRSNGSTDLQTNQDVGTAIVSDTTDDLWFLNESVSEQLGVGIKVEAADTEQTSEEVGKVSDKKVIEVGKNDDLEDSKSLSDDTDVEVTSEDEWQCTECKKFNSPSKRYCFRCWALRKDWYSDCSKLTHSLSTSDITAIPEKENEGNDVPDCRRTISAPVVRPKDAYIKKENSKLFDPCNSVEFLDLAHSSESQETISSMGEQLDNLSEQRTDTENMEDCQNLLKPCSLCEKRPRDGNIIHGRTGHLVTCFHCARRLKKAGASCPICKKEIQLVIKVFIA
Target sequence (Q00987 whole entry, looked up): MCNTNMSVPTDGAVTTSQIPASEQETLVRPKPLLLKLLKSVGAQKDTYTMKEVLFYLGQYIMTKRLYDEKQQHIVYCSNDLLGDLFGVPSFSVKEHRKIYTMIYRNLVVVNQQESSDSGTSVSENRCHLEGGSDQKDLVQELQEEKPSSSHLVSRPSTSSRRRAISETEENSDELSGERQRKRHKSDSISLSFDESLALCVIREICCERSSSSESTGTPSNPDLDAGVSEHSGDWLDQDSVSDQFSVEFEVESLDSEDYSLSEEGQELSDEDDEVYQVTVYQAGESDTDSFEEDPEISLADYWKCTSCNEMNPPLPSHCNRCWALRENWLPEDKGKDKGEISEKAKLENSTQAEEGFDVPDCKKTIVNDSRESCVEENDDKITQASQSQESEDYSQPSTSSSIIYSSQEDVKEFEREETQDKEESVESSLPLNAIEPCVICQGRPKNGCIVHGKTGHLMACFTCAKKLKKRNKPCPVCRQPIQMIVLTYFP
APJ agonist = agonists of human APJ apelin receptor; activation, % at 20 µM; P35414; CHO-K1 APJ PathHunter beta-arrestin, luminescence; 0% DMSO wells, 100% apelin; 0.11% of 330,000 active; AID 2520;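 active = activation more than six SD over the plate average, tested at 20 µM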;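 note: 0% = DMSO alone and 100% = apelin-13 at 10 nM; some results filed as inactive read as strong as hits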
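assay system = CHO-K1 APJ beta-arrestin complementation cell line | input = cell density 1000 per well | dosing = compound 20 µM once, DMSO 1% | timing = compound 90 min 25 °C, reagent 1 h | measured by = luminescence from split beta-galactosidase complementation, Galacton Star/Emerald II substrate | read-out basis = APJ agonist activity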
APJ antagonist = APJ receptor antagonism | P35414 | CHO-K1 APJ beta-arrestin complementation, luminescence | inhibition, % at 20 µM | 0.32% of 330,000 active;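 active = inhibition above about 40% at 20 µM, limit read from the data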;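 note: cells challenged with 10 nM apelin-13 agonist together with compound; plate controls were apelin-13 plus DMSO wells for no effect and DMSO wells lacking apelin-13 for full effect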
Jurkat NFkB inh = inhibitors of the PMA/ionomycin-induced NF-kB reporter in Jurkat cells. PMA/ionomycin-induced NF-kB luciferase reporter, luminescence. inhibition, % at 4 µM. 0.53% of 330,000 active. AID 435003; in the data active = inhibition above about 50%
tim23-1 inh = tim23-1 yeast growth inhibition. S. cerevisiae tim23-1 growth, BacTiter-Glo luminescence, 24 h. inhibition, % at 20 µM. 1.3% of 330,000 active;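 active = growth inhibition of the mutant yeast at or above 50%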;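 note: temperature-sensitive mutant grown at 25 °C; plate controls were DMSO-treated mutant yeast for no effect and medium wells lacking yeast for full effect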
CHOP UPR activ = activators of apoptotic arm of unfolded protein response (CHOP); AID 449763; 0.34% of 330,000 active; activation, % at 10 µM; CHO-CHOP luciferase reporter, UPR activation, luminescence; percent of tunicamycin response over DMSO baseline;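 active = at 10 µM dose, activation of 40% or more, normalized to positive control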;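 note: 100% = tunicamycin at 10 µg/mL and 0% = DMSO alone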
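measured by = luciferase luminescence | assay system = CHO-CHOP cells, stable luciferase reporter of PERK-eIF2a-CHOP signalling | amount = 500 reporter cells seeded per well | timing = 6 h compound exposure at 37 °C after overnight seeding | controls = positive tunicamycin 10 µg/mL, negative DMSO alone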
XBP1 UPR activ = adaptive UPR (XBP1) activation; CHO-XBP1 luciferase reporter, IRE1-XBP1 UPR activation, luminescence; percent of tunicamycin response, DMSO as zero; activation, % at 20 µM; 0.33% of 330,000 active; AID 463104;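 active = versus positive control, 20 µM dose yields 30% or more activation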;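 note: 100% = tunicamycin at 10 µg/mL and 0% = DMSO only wells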
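Assay system: IRE1-XBP1 luciferase reporter CHO line. Input: 1000 cells/well. Buffer or medium: F12 with 10% serum. Doses: 20 µM, 1% DMSO. Times: overnight seeding at 37 °C, 6 h compound treatment at 37 °C. Technique: Steady-Glo luciferase glow luminescence, 10 min after reagent addition.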
697 NFkB inh = inhibitors of the PMA/ionomycin-induced NF-kB reporter in 697 B cells; 697 B-cell NF-kB luciferase reporter, 16 h; inhibition, % at 4 µM; 0.33% of 330,000 active; AID 435022; in the data active = inhibition above about 35%
Active calls of the source: *.

SMILES | Mdm2 MdmX PPI | APJ agonist | APJ antagonist | Jurkat NFkB inh | tim23-1 inh | CHOP UPR activ | XBP1 UPR activ | 697 NFkB inh
COc1ccc(OCCNC(=O)Nc2cc(F)c(F)cc2Cl)cc1 | 0 | -2 | -5 | 7 | 23 | 0.1 | -3 | 11
O=C(Nc1ccc(CN2CCCCC2)cc1)c1cccc(F)c1 | -31 | 0 | -3 | -34 | 1 | 0.8 | 1 | -17
CC(=O)N1CCN(c2ccc([N+](=O)[O-])cc2)CC1 | 1 | -1 | -25 | -8 | 15 | -1.4 | 1 | -7
COc1ccc2[nH]c(C(=O)NCCN3CCOCC3)cc2c1 | -2 | 0 | 15 | 8 | 11 | 3.4 | 1 | 1
Cc1cc(C)n(-c2ccc(Cl)c(Cl)c2)n1 | 27 | -3 | 11 | 4 | -3 | 0.0 | 0 | 6
O=C(NC(=O)c1ccc(Cl)cc1)Nc1cc(N2CCCCC2)ncn1 | -24 | -1 | 9 | 0 | -6 | 0.8 | -1 | 1
CCN(CC(=O)Nc1ccccc1OC)C(=O)CSCc1ccc(C)cc1 | 13 | -2 | -9 | -1 | 17 | -1.7 | 0 | -10
COc1ccc2c(c1)C(=O)CC(c1ccccc1F)O2 (stereo not given) | -3 | 1 | 4 | -19 | 6 | 0.3 | 8 | -33
CCOC(=O)Cc1csc(NC(=O)CSc2nnc3ccccn23)n1 | 0 | -1 | 9 | -7 | 2 | 0.6 | 0 | 7
COc1ccc(CN(Cc2ccncc2)C(=O)CCC(=O)O)cc1 | 2 | -4 | 15 | 2 | 9 | -0.2 | -1 | 11
COc1ccccc1-n1c(SCC(=O)c2ccc(O)cc2O)nc2cc([N+](=O)[O-])ccc21 | -1 | 2 | 17 | -2 | 39 | -0.4 | 0 | -51
Cc1ccc(C(=O)C2Oc3ccccc3C3CC(c4ccc(C)cc4)=NN23)cc1 (stereo not given) | -40 | 4 | 5 | -26 | 16 | 2.3 | 0 | -38
O=C(CN1C(=O)NC2(CCCC2)C1=O)Nc1cc(C(F)(F)F)ccc1N1CCOCC1 | 8 | -2 | 15 | 7 | 4 | -0.6 | -2 | 7
Cc1cccc(CCNC(=O)C2CCN(S(=O)(=O)c3cccc4cccnc34)CC2)c1 | 10 | 0 | -24 | 3 | 5 | 1.6 | -4 | -4
COc1cc(-c2cn(S(=O)(=O)c3cccc4nsnc34)nc2N)cc(OC)c1OC | 39 | 0 | -32 | -8 | 17 | -3.3 | 2 | 16
Cc1ccc(CNC(=O)c2cccnc2Cl)cc1 | -5 | -3 | 11 | 17 | -15 | -0.2 | 3 | -2
Cc1ccc(OCC(=O)Nc2ccc(-c3nc4ncccc4o3)cc2)cc1 | 7 | 5 | 14 | -32 | -8 | 0.2 | 5 | -56
COc1cc(C2=NOC(C(=O)NCc3cccnc3)C2)cc(OC)c1OC (stereo not given) | -4 | -3 | -17 | -4 | -5 | -0.6 | 6 | -7
CC1(c2nnc(Cc3ccccc3)o2)CC(c2cccc(Cl)c2)=NO1 (stereo not given) | 27 | -1 | 0 | 13 | 17 | 1.4 | -2 | 7
CCCNC(=O)c1ccc(N2CCC3(CC2)CC(c2cccc(Br)c2)=NO3)c(NC(=O)c2ccco2)c1 | 23 | 10 | 5 | 15 | 18 | 4.7 | 0 | 36*
O=C(NCc1ccccc1)c1c(Cl)nc(Cl)c(Cl)c1Cl | 100* | 4 | 1 | 51* | 17 | 4.4 | 3 | 6
O=C(Nc1nc2ccccc2[nH]1)c1ccc(Br)o1 | -48 | -3 | 9 | -97 | 4 | 2.4 | 1 | -100
CN1CCN(C(=S)NC(=O)c2ccc(Br)cc2)CC1 | 9 | 0 | 5 | -15 | 6 | 0.6 | -1 | -23
CCN(CC)S(=O)(=O)c1ccc(N2CCOCC2)c(NC(=O)C2CCCO2)c1 (stereo not given) | -14 | -3 | 3 | 0 | 6 | 0.1 | -1 | 7
CCOC(=O)c1c(NC(=O)COC(=O)c2ccccn2)sc(C(=O)N(C)C)c1C | -14 | 11 | -2 | -12 | 15 | -0.2 | -2 | 15
COc1ccccc1C(C)NC(=O)CCNC(=O)c1ccc(Cl)cc1 (stereo not given) | -20 | -1 | 6 | -118 | 16 | -2.7 | -3 | 1
CCOc1ccccc1OCC(=O)Nc1cccc(S(=O)(=O)NC2=NCCCCC2)c1 | -11 | -2 | 4 | 19 | 23 | 0.0 | -4 | 12
COc1ccc(CN2CCCC2C(=O)Nc2ccc(OC)c(OC)c2)cc1OC (stereo not given) | 11 | 1 | 2 | -12 | -13 | -0.9 | -4 | 2
N#C/C(C(=O)Oc1ccccc1)=C1/Nc2ccccc2-c2ccccc21 | 20 | 2 | -3 | -5 | 0 | -0.2 | 18 | 19
CSc1ccccc1C(=O)NCCCn1ccnc1 | 23 | -5 | 8 | -14 | -1 | 0.8 | -2 | -19

Whole records from above:
Shown for `Cc1ccc(OCC(=O)Nc2ccc(-c3nc4ncccc4o3)cc2)cc1` = Mdm2 MdmX PPI: 7; APJ agonist: 5; APJ antagonist: 14; Jurkat NFkB inh: -32; tim23-1 inh: -8; CHOP UPR activ: 0.2; XBP1 UPR activ: 5; 697 NFkB inh: -56
Shown for `O=C(NCc1ccccc1)c1c(Cl)nc(Cl)c(Cl)c1Cl` = Mdm2 MdmX PPI: 100*; APJ agonist: 4; APJ antagonist: 1; Jurkat NFkB inh: 51*; tim23-1 inh: 17; CHOP UPR activ: 4.4; XBP1 UPR activ: 3; 697 NFkB inh: 6

(cont.)
SMILES | Mdm2 MdmX PPI | APJ agonist | APJ antagonist | Jurkat NFkB inh | tim23-1 inh | CHOP UPR activ | XBP1 UPR activ | 697 NFkB inh
O=C(COC(=O)CNC(=O)c1ccc(Br)o1)Nc1ccc2c(c1)OCCO2 | 28 | -4 | -10 | 14 | -3 | -1.1 | -1 | 15
COc1ccccc1NC(=O)/C(=C\c1cccnc1)NC(=O)c1ccccc1 | -19 | 0 | 15 | -8 | 5 | 0.9 | -3 | 5
C[C@H](NC(=O)c1ccccc1Cl)C(=O)OCCOc1cccc(Cl)c1 | -4 | -4 | 8 | -2 | 15 | 2.3 | -1 | 9
O=C(CCCn1c(=O)[nH]c2ccc(Br)cc2c1=O)NCc1ccc(Cl)cc1 | 12 | -1 | -3 | -5 | 5 | -0.5 | 2 | 14
CCOc1ccc(/C=C(\C#N)C(=O)NC2CC2)c(OCC)c1 | -16 | 0 | 22 | 8 | 24 | -1.4 | 0 | 2
CC(C)C(NC(=O)c1cccs1)C(=O)NC1CCCCC1 (stereo not given) | 1 | -3 | -9 | -21 | -7 | 0.7 | -3 | -47
COc1ccc(-c2nnn(CC(=O)c3ccc4c(c3)OCCO4)n2)cc1OC | 12 | 4 | -11 | -15 | 2 | 1.1 | 1 | -21
Cc1ccc(CN2CCN(Cc3cnc(C)s3)CC2CCO)o1 (stereo not given) | 20 | -2 | -5 | -7 | 4 | -2.7 | -4 | 12
O=C(O)c1ccc(N=NNc2cccc([N+](=O)[O-])c2)cc1 | -17 | -1 | 3 | -25 | 2 | 2.8 | 0 | -142
Cc1ccc(NC(=O)c2ccc(S(=O)(=O)N3CCCC3)cc2)cc1 | 42 | -1 | 17 | -9 | 36 | 8.7 | 0 | -4
S=c1[nH]nc(-c2cnccn2)n1-c1ccccc1 | 5 | 1 | 3 | -18 | 13 | -2.8 | -3 | 11
CC(C)(C)NS(=O)(=O)c1ccc(NC(=S)NC(=O)C2CCC2)cc1 | 18 | -2 | -3 | 5 | 24 | -0.5 | -6 | 1
COc1ccc(CC(=O)OCC(=O)NCCNC(=O)COC(=O)Cc2ccc(OC)cc2)cc1 | 8 | -5 | 14 | 5 | 1 | 0.2 | 5 | 4
Nc1ccn(Cc2ccc(F)cc2)n1 | 26 | -3 | 5 | 15 | 0 | -1.1 | -5 | 6
COc1cccc(-n2c(SCC(=O)NCCC3=CCCCC3)nc3n[nH]c(C)c3c2=N)c1 | 17 | 3 | -4 | -7 | -4 | 1.8 | -2 | -1

Looked up by structure from the entries so far:
SMILES | Mdm2 MdmX PPI | APJ agonist | APJ antagonist | Jurkat NFkB inh | tim23-1 inh | CHOP UPR activ | XBP1 UPR activ | 697 NFkB inh
COc1ccccc1C(C)NC(=O)CCNC(=O)c1ccc(Cl)cc1 (stereo not given) | -20 | -1 | 6 | -118 | 16 | -2.7 | -3 | 1
COc1ccc(OCCNC(=O)Nc2cc(F)c(F)cc2Cl)cc1 | 0 | -2 | -5 | 7 | 23 | 0.1 | -3 | 11
N#C/C(C(=O)Oc1ccccc1)=C1/Nc2ccccc2-c2ccccc21 | 20 | 2 | -3 | -5 | 0 | -0.2 | 18 | 19
S=c1[nH]nc(-c2cnccn2)n1-c1ccccc1 | 5 | 1 | 3 | -18 | 13 | -2.8 | -3 | 11

Looked up above:
`Cc1ccc(NC(=O)c2ccc(S(=O)(=O)N3CCCC3)cc2)cc1` in Jurkat NFkB inh = -9
`O=C(COC(=O)CNC(=O)c1ccc(Br)o1)Nc1ccc2c(c1)OCCO2` in 697 NFkB inh = 15
`CC(C)C(NC(=O)c1cccs1)C(=O)NC1CCCCC1` (stereo not given) in tim23-1 inh = -7
`CC(C)(C)NS(=O)(=O)c1ccc(NC(=S)NC(=O)C2CCC2)cc1` in 697 NFkB inh = 1

The listing continues.
SMILES | Mdm2 MdmX PPI | APJ agonist | APJ antagonist | Jurkat NFkB inh | tim23-1 inh | CHOP UPR activ | XBP1 UPR activ | 697 NFkB inh
CC(=O)c1c(C)[nH]c(C(=O)CSc2nc3ccc(C)cc3[nH]2)c1C | 45 | -3 | 1 | 11 | -13 | 0.1 | 2 | 18
CCOc1ccc(OCCNC(=O)c2cc(C3CC3)nc3c2cnn3C(C)C)cc1 | 22 | -1 | 5 | 6 | 37 | -3.8 | -1 | -7
COC(=O)C1=C(C(=O)OC)[C@@H]2N(C)c3ccc(OC)cc3[C@@]23C[C@@H](C(=O)OC)N(C(=O)CC(C)C)C3=N1 | 8 | 7 | 6 | 4 | 34 | -1.7 | -1 | -10
NC(=O)C1=C[C@@H](c2ccccc2)C[C@@H](OCc2ccc(CO)cc2)O1 | -12 | -2 | -23 | 9 | 17 | -1.6 | 1 | 7

Compounds as they come; about 5% have a hit in one of these screens.
